Luc counter: Counterscreen for Luciferase (Kinase-Glo TM) Inhibition | 0.28% of 200,000 active | Kinase-Glo luciferase, ATP luminescence, 8 min | Luciferin 4-monooxygenase (Photuris pensylvanica), Q27757 | Potency, µM (top dose mostly 38.3 µM), for inactives: at the highest dose activity change, negative = inhibition, usual class: inhibitors; also: % is scaled to controls: 0 for no effect and ±100 for the full control effect; nearly all actives have a fitted effect of over 60% in size
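Recombinant Kinase-Glo luciferase, 10 uM ATP (linear range), luciferin; imidazole pH 7.2 / KCl / MgCl2 / Tween / BSA buffer; 8 min RT; luminescence.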
GoLoco inh red: qHTS Assay for Inhibitors of RGS12 GoLoco Motif Activity (Red Fluorophore) | Guanine nucleotide-binding protein G(i) subunit alpha-1 (Homo sapiens), P63096 | Gai1:RGS12 GoLoco peptide FP, rhodamine, 10 min | Potency, µM (top dose mostly 61.6 µM), for inactives: at the highest dose activity, negative = inhibition, most hits filed as inhibitors | 0.44% of 230,000 active; active = well fitted inhibition curve with a large enough effect, not every such curve was filed as active; inactive = no such curve, though single readings can be large or run the other way; also: % is scaled to controls: 0 for no effect and ±100 for the full control effect; nearly all actives have a fitted effect of over 30% in size; many of its hits are not listed in these tables
SMN2 splice up: qHTS Assay for Enhancers of SMN2 Splice Variant Expression | 2.8% of 210,000 active | Potency, µM (titrated, usually from 46.1 µM), for inactives: at the highest dose activity change, positive = activation, hits mostly activators | AID 1458, 2008 | HEK293 SMN2-luciferase splicing reporter, luminescence, 30-36 h; also: % of control where 0% means no effect; nearly all actives have a fitted effect of over 55% in size
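qHTS luciferase splicing reporter: luminescence rises when SMN2 exon 7 is included in transfected HEK293 cells. Compound exposure lasted 30-36 h at 37C, with 4.5 mM final sodium butyrate as control, followed by a ONE-Glo read.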
Epigenetic derep: Quantitative High-Throughput Screen for Regulators of Epigenetic Control. murine LDR cells, GFP reporter derepression, 30 h. Potency, µM (highest dose often 53.9 µM), for the others: at the top dose GFP activation, hits mostly activators. 0.2% of 280,000 active; also: % of control where 0% means no effect; nearly all actives have a fitted effect of over 60% in size
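GFP-positive cell count by laser-scanning cytometry (objects 20–120 um) after 30 h, 37 C compound exposure of murine LDR cells; reporter is CMV-GFP integrated at a silenced locus, inducible by HDAC or DNMT inhibitors.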
IMPase Li cell: qHTS Assay for Identifying the Cell-Membrane Permeable IMPase Inhibitors: Potentiation with Lithium; CHO-M1 cells, IP1 TR-FRET (IP-One), carbachol + lithium; Potency, µM (top dose mostly 59.4 µM), for inactives: top-dose activity, negative = IMPase inhibition, actives largely listed as inhibitors; 0.35% of 210,000 active; AID 1457, 2008;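 also: IP1 builds up when IMPase is blocked and the TR-FRET signal falls; plate controls were basal vehicle for no effect and high inhibitor control for full effect; nearly all actives have a fitted effect of over 50% in size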
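CHO cells stably expressing M1 receptor (2000/well) were cultured 16–30 h, then exposed to compounds with a small lithium addition for 30 min at 37C. IP1 was measured by TR-FRET competition; AC50 from Hill fits.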
RECQ1 helicase: qHTS Assay for Inhibitors of RecQ-Like Dna Helicase 1 (RECQ1); 0.54% of 240,000 active; AID 2549, 2010; ATP-dependent DNA helicase Q1 (Homo sapiens), P46063; Potency, µM (doses to about 57.3 µM), for inactives: at the highest dose activity, negative = inhibition, usual class: inhibitors; RECQ1 DNA unwinding, red fluorescence kinetic read;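 also: plate controls were vehicle for no effect and no enzyme for full effect; nearly all actives have a fitted effect of over 30% in size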
Target sequence (P46063 whole entry, looked up): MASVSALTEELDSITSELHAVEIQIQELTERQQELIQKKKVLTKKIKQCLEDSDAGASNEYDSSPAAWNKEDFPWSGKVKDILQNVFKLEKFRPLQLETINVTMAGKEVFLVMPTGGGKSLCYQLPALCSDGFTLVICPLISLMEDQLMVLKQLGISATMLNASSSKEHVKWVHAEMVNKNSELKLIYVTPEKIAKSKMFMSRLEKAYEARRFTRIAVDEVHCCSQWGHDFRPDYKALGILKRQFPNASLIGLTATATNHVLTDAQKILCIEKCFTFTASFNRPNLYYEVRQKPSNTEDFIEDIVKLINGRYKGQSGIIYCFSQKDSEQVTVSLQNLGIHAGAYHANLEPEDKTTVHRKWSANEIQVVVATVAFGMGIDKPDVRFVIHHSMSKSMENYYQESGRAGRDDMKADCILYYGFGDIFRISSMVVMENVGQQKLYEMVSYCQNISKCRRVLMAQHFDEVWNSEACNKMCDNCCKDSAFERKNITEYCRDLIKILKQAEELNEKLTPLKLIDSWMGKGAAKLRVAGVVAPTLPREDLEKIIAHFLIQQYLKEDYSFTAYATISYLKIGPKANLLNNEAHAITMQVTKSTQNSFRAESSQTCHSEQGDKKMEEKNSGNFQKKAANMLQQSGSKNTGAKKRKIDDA
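RECQ1T1 50 nM; forked duplex (20 bp + 30-nt ss tails) 200 nM, ATP 2 mM final; pH 8.0, 2 mM MgCl2, 2.5 ug/ml poly(dI-dC); 15 min compound preincubation; discontinuous kinetic read over 2 h at RT.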
NPSR antagonist: qHTS Assay for Antagonists of the Neuropeptide S Receptor: cAMP Signal Transduction | Q6W5P4 | CHO-NPSR cells, cAMP TR-FRET, antagonist mode | Potency, µM (titrated, usually from 38.3 µM), without a hit: top-dose activity change, negative = inhibition, actives largely listed as inhibitors | 1% of 220,000 active | AID 1461, 2008; also: % is scaled to controls: 0 for no effect and ±100 for the full control effect; nearly all actives have a fitted effect of over 50% in size; many of its hits are not listed in these tables
KDM4E inh: qHTS Assay for Inhibitors of Human Jumonji Domain Containing 2E (JMJD2E); Lysine-specific demethylase 4E (Homo sapiens), B2RXH2; JMJD2E catalytic domain, FDH-coupled NADH fluorescence (FDH is formaldehyde dehydrogenase); Potency, µM (series often up to 57.1 µM), without a hit: top-dose activity change, negative = inhibition, most hits filed as inhibitors; 1.6% of 230,000 active; active = well fitted inhibition curve with a large enough effect, not every such curve was filed as active; inconclusive = small, poorly fitted or top-dose-only effect, or another doubt; inactive = no such curve, though single readings can be large or run the other way;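 also: 0% = wells with enzyme and -100% = buffer wells without enzyme; nearly all actives have a fitted effect of over 50% in size; many of its hits are not listed in these tables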
Target sequence (B2RXH2 1-337 limits assumed): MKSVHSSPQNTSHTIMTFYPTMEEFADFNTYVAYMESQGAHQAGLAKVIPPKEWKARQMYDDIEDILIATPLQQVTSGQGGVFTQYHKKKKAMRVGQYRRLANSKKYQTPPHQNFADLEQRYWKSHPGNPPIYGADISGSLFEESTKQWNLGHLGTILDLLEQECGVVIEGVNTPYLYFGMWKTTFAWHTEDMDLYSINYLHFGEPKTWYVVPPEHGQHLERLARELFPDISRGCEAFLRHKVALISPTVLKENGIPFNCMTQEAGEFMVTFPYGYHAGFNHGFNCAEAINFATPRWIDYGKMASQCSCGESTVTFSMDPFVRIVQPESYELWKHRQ
* hit, by the source's call; i = inactive; ? = inconclusive; . = no result given; & = joins results of further samples; [ ] = dose if it differs, or a comment. Unless noted, calls follow the shape of the dose curve; as a rule, active = well fitted curve in the direction sought with a large enough effect; inconclusive = small, poorly fitted or top-dose-only effect, or another doubt; inactive = no such curve, though single readings can be large; an effect the other way counts as inactive or inconclusive. Potency is read from the fitted curve at half-maximal effect. This is a subset; rates above refer to the full screens.

Sequence of screens: Luc counter	GoLoco inh red	SMN2 splice up	Epigenetic derep	IMPase Li cell	RECQ1 helicase	NPSR antagonist	KDM4E inh
(1) CCOC(=O)c1[nH]c(C)c(C(=O)NCc2ccco2)c1C
 : -2.5%	5.9%	-5.0%	1.4%	10.4%	5.4%	3.5%	-0.5%
(2) Cc1ccc(NS(=O)(=O)c2ccc(OCC(N)=O)cc2)cc1
 : 0.7%	7.7%	4.3%	1.1%	-2.2%	i	9.1%	-2.2%
(3) O=C(Cn1cnc2c(nnn2Cc2ccc(Cl)cc2)c1=O)NC1CCCC1
 : -0.7%	-0.9%	-9.4%	-1.0%	-11.3%[38.3 µM]	-4.2%	8.7%[46.1 µM]	12.4%
(4) O=C(NCc1cccs1)C1CCN(S(=O)(=O)c2cccc3cccnc23)CC1
 : 3.6%	4.9%	-1.6%	0.8%	17.1%[38.3 µM]	-4.7%	-4.8%[46.1 µM]	2.5%
(5) COC(=O)c1ccc(OCC(=O)Nc2ccsc2C(=O)OC)cc1
 : -4.4%	-3.8%	1.4%	-0.7%	2.2%	i	-20.6%	-8.2%
(6) COc1cccc(N=C2C(=O)N3CCCc4cccc2c43)c1
 : -1.8%	6.0%	0.6%	-0.9%	3.5%	2.0%	5.1%	-3.0%
(7) O=C(O)c1cccc(NCc2ccncc2)c1
 : 2.0%	-16.2%	-25.7%	-0.5%	19.7%[38.3 µM]	-8.6%	-7.6%[46.1 µM]	?
(8) Cc1nn(-c2ccccc2)c(C)c1NC(=O)COc1ccc2ccccc2c1
 : .	.	.	-2.2%	.	-9.8%	?	?
(9) O=c1cnnc(SCCc2ccccc2)[nH]1
 : 5.3%	4.7%	-10.7%	4.5%	21.7%[38.3 µM]	-0.6%	-8.6%[46.1 µM]	-2.8%
(10) CCOc1ccc(N(CC(=O)NCC2CCCO2)C(=O)CCC(=O)Nc2nccs2)cc1 (stereo unspecified)
 : -1.2%	5.7%	.	0.1%	8.8%	-5.3%	8.3%	?
(11) NCCC(O)(P(=O)(O)O)P(=O)(O)O
 : 0.5%[39.9 µM]	-0.4%	.	-1.9%	3.7%	-5.8%&-4.8%	.	.
(12) O=C(O)CN(Cc1ccco1)S(=O)(=O)c1ccccc1
 : -1.8%	-0.1%	-2.3%	4.2%	-1.3%[38.3 µM]	-2.4%	-3.0%[46.1 µM]	2.6%
(13) Cc1cc(C)cc(N(C(=O)c2sc(C)nc2C)C(C(=O)NC(C)(C)C)c2ccncc2)c1 (stereo unspecified)
 : 2.3%	13.4%	-12.0%	-2.1%	0.6%	i	-10.0%	0.7%
(14) O=C(Nc1ccccc1F)Nc1ccccc1N1CCCCC1
 : .	8.3%	.	-0.2%	.	-9.2%	?	-12.0%
(15) O=C(Nc1ccc2nn(-c3ccc(F)cc3)nc2c1)c1cccnc1
 : -0.9%	12.2%	7.9%	2.4%	10.7%	0.9%	-1.9%	?
(16) O=C(C[n+]1cccc2ccccc21)c1ccccc1
 : 0.0%	47.8%[activator]	.	0.0%	15.7%	i	14.5%	3.6%
(17) COC(=O)c1sccc1NC(=O)c1cc2c(s1)CCCC2
 : -11.4%	-0.1%	7.6%	0.3%	13.2%[38.3 µM]	4.0%	?	?
(18) CCN(CC)CCNC(C(=O)Nc1cc(C(F)(F)F)ccc1Cl)c1ccccc1 (stereo unspecified)
 : 0.8%	-37.0%	-2.8%	-1.0%	17.1%	-5.7%	24.2%	-2.7%
(19) Cc1nn(Cc2cccc(C(=O)N3N=C(C(F)F)CC3(O)C(F)F)c2)c(C)c1[N+](=O)[O-] (stereo unspecified)
 : -5.1%	-1.5%	-44.5%[inhibitor]	-0.2%	22.4%[38.3 µM]	2.9%	-12.1%[46.1 µM]	0.4%
(20) Cc1ccc(S(=O)(=O)NC2=NCN(Cc3ccccc3)CN2)cc1
 : -0.3%	9.0%	25.1%	0.0%	16.5%[38.3 µM]	5.6%	0.0%[46.1 µM]	6.5%
(21) O=C(CN1CCN(c2ccccc2O)CC1)Nc1cccnc1Cl
 : 1.0%	1.5%	-2.5%	6.5%	1.3%	9.0%	-8.4%	-5.6%
(22) CCNC(=O)c1cccc(S(=O)(=O)N2CCCCCC2)c1
 : -2.2%	14.7%	2.9%	?	-5.5%	1.1%	4.5%	3.5%
(23) C=CCNC(=S)N/N=C/c1cn(-c2ccccc2)nc1-c1ccc(OC)cc1
 : 0.4%	-4.5%	-3.0%	2.1%	7.9%	-0.9%	-27.0%[46.1 µM]	-28.7%
(24) CCOC(=O)N1CCN(c2c(N3CCOCC3)c(=O)c2=O)CC1
 : 3.8%	2.3%	20.3%	-2.8%	-13.1%[38.3 µM]	-7.4%	-9.9%[46.1 µM]	-5.7%
(25) FC(F)(F)c1ccncc1-c1nnc(C2CCCCC2)o1
 : .	5.4%	.	-1.4%	.	-8.8%	0.0%[7.67 µM]	5.5%
(26) C=CCc1c(C)nc(-c2ccccc2)nc1N/N=C(\C)c1ccccc1
 : 0.8%	6.5%	-10.2%	-3.2%	4.8%	-0.4%	-9.4%	1.3%
(27) Cc1csc(=NC(=O)c2ccccc2)n1Cc1ccco1
 : 6.3%	3.6%	-26.5%	-0.7%	7.8%[38.3 µM]	-9.2%	15.3%[46.1 µM]	-24.0%
(28) O=C(Nc1cccc(F)c1)C1C2C=CC3(CN(CCCN4CCOCC4)C(=O)C13)O2 (stereo unspecified)
 : 0.2%	1.0%	9.7%	-0.8%	16.2%[38.3 µM]	i	-12.0%[46.1 µM]	-2.9%
(29) CCn1c(SCC(=O)Nc2cc(C)ccc2C)nnc1-c1cnccn1
 : -1.4%	7.4%	-10.4%	0.0%	-28.8%[38.3 µM]	-1.8%	3.6%[46.1 µM]	2.2%
(30) Fc1cnc(N2CCOCC2)nc1NCc1ccccc1
 : -1.9%	16.3%	-5.5%	-1.1%	21.4%[38.3 µM]	i	-8.0%[46.1 µM]	?
(31) CCOc1ccc2nc(SCc3ccc(C(=O)OC)o3)[nH]c2c1
 : 1.2%	-11.0%	8.6%	1.2%	6.1%	-17.1%	-6.5%[46.1 µM]	-1.5%
(32) CCN(CC)S(=O)(=O)c1cc(Br)c(C)cc1OC
 : 1.6%	1.4%	?	0.0%	4.5%[38.3 µM]	-11.6%	3.4%[46.1 µM]	6.7%
(33) Cc1[nH]c2ccccc2c1C(=O)CSc1nc2cc(S(=O)(=O)N3CCCCC3)ccc2o1
 : -5.1%	6.6%	-55.9%[inhibitor]	-1.1%	8.7%[38.3 µM]	i	-28.6%[46.1 µM]	2.1%
(34) O=C(Nc1ccc2ccccc2c1)c1cn(-c2ccccc2)nc1-c1cccs1
 : -1.3%	7.9%	-12.4%	0.0%	5.8%[38.3 µM]	-11.6%	-20.8%[46.1 µM]	?
(35) CC1(C)Cc2cccc(OCC(=O)OCC(=O)Nc3cccc(S(N)(=O)=O)c3)c2O1
 : .	1.8%	.	0.9%	.	i	11.9%	-0.1%
(36) Cc1ccc(S(=O)(=O)N2CCOCC2)cc1C(=O)Nc1nc2ccccc2[nH]1
 : 1.6%	14.2%	18.8%	1.0%	0.7%	0.1%	-3.5%[46.1 µM]	-2.2%
(37) CCN(CC)c1ccc(/C=N/NC(=S)NCc2ccc(OC)cc2)cc1
 : 4.9%	7.4%	0.0%	0.0%	13.5%	-11.9%	-15.1%	?
(38) COc1ccc(NC(=O)c2cc([N+](=O)[O-])ccc2O)cc1
 : 7.94µM*	11.4%	.	3.4%	17.6%	i	?	-1.1%
(39) O=C(NCCCN1CCCC1)[C@H](CSCc1ccccc1)N1Cc2ccccc2C1=O
 : .	5.2%	.	0.1%	.	-1.1%	-20.8%	?
(40) Cc1cc(C)cc(-n2cnc3cc(C(=O)O)ccc32)c1
 : -2.7%	-3.9%	-14.6%	-2.9%	-10.1%[38.3 µM]	-8.1%	-11.3%[46.1 µM]	-6.6%
(41) CSc1nc(-c2ccco2)nn1C(=O)c1ccccc1
 : 1.3%	-0.5%	9.7%	-2.6%	19.6%[38.3 µM]	-1.9%	-7.0%[46.1 µM]	7.8%
(42) Cc1cc(C)nc(SC2CCCCC2NS(=O)(=O)c2ccccc2)n1 (stereo unspecified)
 : -2.9%	-2.0%	-7.5%	0.0%	0.6%	-0.9%	22.0%	0.6%
(43) O=C(c1ccc(Cl)cc1)[C@@H]1[C@@H]2C(=O)N(c3ccccc3)C(=O)[C@@H]2C2c3ccccc3C=NN21 (stereo partly specified)
 : -4.0%	19.1%	-3.5%	1.0%	-1.0%	-14.1%	-14.5%	-23.4%
(44) Cc1cccc(NS(=O)(=O)c2ccc3[nH]c(=O)cc(C(=O)O)c3c2)c1
 : 3.4%	-2.5%	.	-1.7%	-3.4%	-0.7%	-2.9%	-7.9%
(45) COc1cc(-c2n[nH]c(=S)n2/N=C/c2cccn2C)cc(OC)c1OC
 : .	9.8%	.	1.1%	.	i	-20.3%	-1.5%
(46) COc1ccccc1NC(=O)COC(=O)c1ccc(S(=O)(=O)NCc2ccco2)cc1
 : -5.8%	5.5%	-13.7%	-2.6%	9.4%[38.3 µM]	-8.1%	-16.4%[46.1 µM]	2.5%
(47) CCc1ccc(N2CN(CCc3ccccc3)CNC2=S)cc1
 : .	3.0%	.	-0.3%	.	-0.4%	3.2%	-15.5%
(48) CC(C)N(Cc1nccn1C)C(=O)CC1C(=O)NCCN1Cc1ccccc1C(F)(F)F (stereo unspecified)
 : 5.1%	21.8%	.	-3.2%	20.3%	-1.6%	-30.5%	?
(49) COc1ccc(-n2nc(C(=O)NCC(=O)Nc3cccc(C)n3)c3ccccc3c2=O)cc1
 : -3.3%	-7.3%	-11.5%	5.7%	20.0%[38.3 µM]	16.5%	?	.
(50) COc1cccc(/C(O)=C2/C(=O)C(=O)N(c3ccccn3)C2c2ccc(OC)c(OC)c2)c1 (stereo unspecified)
 : 0.9%	-7.6%	-0.5%	12.6%	-12.2%[38.3 µM]	-6.4%	?	0.1%
